# PglD inh: inhibitors of Campylobacter jejuni PglD acetyltransferase | purified PglD enzyme, DTNB colorimetric CoA detection | inhibition, % at 12.5 µM | 360,000 compounds, 0.098% hits | AID 602405; in the data active means inhibition above about 16%, passing the limit was not always enough; inconclusive means no clear call, values can overlap the other calls; further: strong numbers were not always called active
# DENV2 CPE rescue: protects cells from dengue virus 2 cytopathic effect; CPE inhibition, % at 9.99 µM; AID 651640; 350,000 compounds, 1.7% hits; DENV2-infected cells, cytopathic effect rescue, plate reader; in the data active means CPE inhibition above about 20%, passing the limit was not always enough; inconclusive means no clear call, values can overlap the other calls; tested in BHK-21 cells;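 further: 0% = median of neutral control wells and 100% = median of positive control wells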
# E-sel inducer: E-selectin induction on HUVECs. AID 686992. P16581. activation, % at 7.58 µM. HUVEC E-selectin immunofluorescence imaging; normalized: neutral wells 0, TNF-alpha wells 100. 260,000 compounds, 0.37% hits;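 active means mean E-selectin-positive cell signal at least 10% of the positive control, reached in at least 60% of replicates, without over 20% cell loss; inconclusive means no rule given, readout overlaps actives, possibly toxicity-flagged; inactive means the rest, including those meeting only one limit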;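 further: in these data hits start at about 27%; measured in HUVEC primary endothelial cells; signal is the percent of cells scored E-selectin positive by PE staining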
# Target sequence (P16581 whole entry, looked up): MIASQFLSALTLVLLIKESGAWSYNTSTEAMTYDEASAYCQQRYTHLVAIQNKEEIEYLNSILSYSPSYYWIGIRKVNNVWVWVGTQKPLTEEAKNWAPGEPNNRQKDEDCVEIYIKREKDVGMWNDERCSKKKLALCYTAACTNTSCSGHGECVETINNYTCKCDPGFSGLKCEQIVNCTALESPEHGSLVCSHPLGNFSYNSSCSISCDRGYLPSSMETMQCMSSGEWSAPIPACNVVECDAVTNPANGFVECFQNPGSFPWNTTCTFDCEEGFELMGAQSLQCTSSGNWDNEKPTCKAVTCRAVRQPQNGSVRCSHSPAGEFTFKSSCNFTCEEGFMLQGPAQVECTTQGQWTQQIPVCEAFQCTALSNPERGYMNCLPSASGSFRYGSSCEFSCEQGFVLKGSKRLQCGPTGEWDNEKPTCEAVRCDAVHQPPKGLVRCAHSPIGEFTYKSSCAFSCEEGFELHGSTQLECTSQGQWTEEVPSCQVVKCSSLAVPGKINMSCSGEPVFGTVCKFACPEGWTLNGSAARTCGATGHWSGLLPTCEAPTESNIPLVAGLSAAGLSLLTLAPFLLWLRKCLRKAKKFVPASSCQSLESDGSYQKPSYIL
#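 Read-out basis: % PE-positive cells; Test system: HUVEC primary endothelial cells; Technique: immunofluorescence imaging; Dosing: single-point compound dose.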
# Statin myotox sup: protects C2C12 myotubes from simvastatin toxicity. AID 602340. rescue of ATP level, % at 7.49 µM. 330,000 compounds, 0.78% hits. ATP luminescence, 48 h; scaled: DMSO 0, geranylgeraniol control 100;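 active means mean ATP rescue above about 67%, or every replicate alone reaching that limit, limit read from the data, passing the limit was not always enough; inconclusive means no clear call, values can overlap the other calls; inactive means mean under the limit and some replicate under it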;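 further: myotubes were challenged with 10 µM simvastatin during compound exposure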
# S100A4 inh HTS: blocks human S100A4 binding to myosin IIA peptide. P26447. S100A4/TAMRA-MyoIIA peptide fluorescence polarization. inhibition, % at 10.7 µM. 360,000 compounds, 0.14% hits;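 active means mean inhibition of at least 70% across replicates, with every replicate also reaching that level; inconclusive means mean inhibition reaches 70% but some replicates fall short; inactive means mean inhibition below 70%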
# Target sequence (P26447 whole entry, looked up): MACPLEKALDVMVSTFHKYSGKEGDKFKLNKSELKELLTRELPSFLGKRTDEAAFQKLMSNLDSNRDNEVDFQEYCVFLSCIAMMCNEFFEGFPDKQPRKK
#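 Material: S100A4 monomer protein / Buffer or medium: 50 mM HEPES pH 7.2, 10 mM CaCl2, 100 mM KCl / Times: 5 min incubation before reading / Benchmarks: neutral control DMSO, positive control TFP / Reagent: labelled myosin peptide probe, 5 nM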
# ERp5 block: inhibitors of human ERp5. 350,000 compounds, 0.05% hits. ERp5 insulin aggregation, absorbance 650 nm, 90 min. AID 651711. inhibition, % at 9.99 µM;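 active means mean replicate inhibition above about 25%, with every replicate also reaching it, limit read from the data, passing the limit was not always enough; inconclusive means only one of those two criteria met; inactive means neither criterion met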
# SIRT5 inh: inhibitors of human sirtuin-5 desuccinylase; Q9NXA8; Purified SirT5, succinyl-peptide AMC, trypsin-coupled fluorescence; inhibition, % at 15 µM; 330,000 compounds, 1.1% hits; in the data active means inhibition above about 15%; inconclusive means no clear call, values can overlap the other calls
# Target sequence (Q9NXA8 whole entry, looked up): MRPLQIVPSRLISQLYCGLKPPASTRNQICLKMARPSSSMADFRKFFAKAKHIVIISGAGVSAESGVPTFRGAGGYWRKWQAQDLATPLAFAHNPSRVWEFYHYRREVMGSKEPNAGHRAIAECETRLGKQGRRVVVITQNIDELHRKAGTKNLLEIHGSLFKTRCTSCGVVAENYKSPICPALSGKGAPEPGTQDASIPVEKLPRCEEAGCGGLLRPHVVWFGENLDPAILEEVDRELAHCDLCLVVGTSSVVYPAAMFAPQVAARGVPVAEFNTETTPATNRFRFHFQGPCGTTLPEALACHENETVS
# * hit, by the source's call; ? = inconclusive; / = no result given; & = joins results of further samples. Some of the compounds tested. The share of hits here may be higher or lower than overall.
Molecule	PglD inh	DENV2 CPE rescue	E-sel inducer	Statin myotox sup	S100A4 inh HTS	ERp5 block	SIRT5 inh
Cc1cc(F)ccc1NC(=S)NCCc1ccccc1	1	8	/	-4	-2	-1	2
COc1ccc(NC(=S)Nc2ccccc2)c(OC)c1	/	1	-0.1	/	-1	10	-3
Cc1cc2nc(-c3ccc(F)cc3)c(CC(C)(C)C)n2c(C)c1Br	0	2	0.8	-4	-2	16	/
Cc1cc(Nc2cccc([N+](=O)[O-])c2)c2cccc(C)c2n1	-10	-5	/	/	-11	0	-2
COc1cc(C)nc(NC(=S)N(C)C(=O)c2ccccc2)n1	3	-7	0.1	/	-6	1	-1
CCC(Sc1ccc(Cl)cc1)C(=O)Nc1nnc(-c2cccc([N+](=O)[O-])c2)s1 (centres undefined)	3	-6	/	-2	-1	3	-2
O=C(CN1C(=O)CCC1=O)Nc1nc(-c2ccc(Cl)s2)cs1	/	3	/	/	3	3	1
Cc1ccc(S(=O)(=O)N(C)C[C@@H]2Oc3ncc(-c4ccncc4)cc3C(=O)N([C@@H](C)CO)C[C@H]2C)cc1	0	-9	0.4	-6	-5	22	-3
COC(=O)c1ccc(Oc2c(F)c(F)nc(N3CCOCC3)c2F)cc1	3	0	-0.4	-3	-4	0	-7
Cc1noc(C)c1S(=O)(=O)N(C)C[C@@H]1OCCCC[C@H](C)Oc2ccc(NS(=O)(=O)c3cccs3)cc2C(=O)N([C@H](C)CO)C[C@@H]1C	6	2	-0.3	/	-15	0	1
Cc1ccc(C2CC(c3cccc(Br)c3)n3nc(N)nc3N2)cc1 (centres undefined)	2	-6	/	6	-4	4	/
COc1cccc(/C=C2\SC(=O)N(CC(=O)NC3CCS(=O)(=O)C3)C2=O)c1 (centres undefined)	/	8	/	3	-4	5	-1
Cc1ccc(NC(=O)Nc2nnc([C@H]3C[C@H](O)[C@@H](CO)O3)s2)cc1	-4	?	0.4	11	6	-7	1
CN1C(=O)c2cc(NC(=O)c3cccc(F)c3)ccc2OC[C@@H]2O[C@H](CC(=O)O)CC[C@@H]21	-5	-3	0.1	-9	/	/	/
COc1ccc(/C=C(\NC(=O)c2ccc(C)cc2)C(=O)NCC2CCCO2)cc1 (centres undefined)	/	/	/	/	-7	1	2
O=S(=O)(c1ccccc1)N1CC[C@@H]2[C@H](CO)Nc3ccc(Br)cc3[C@@H]21	7	-7	-0.1	11	8	1	2
CCn1c(C)nc2cc(C(=O)N/N=C/c3ccc(O)c(O)c3O)ccc21	/	-7	1.3	/	-1	0	6
COc1ccc2c3c([nH]c2c1)[C@H](CO)NCC31CCN(S(=O)(=O)c2ccccc2)CC1	/	0	-0.1	/	-1	-3	/
CCOC(=O)C(CC)n1cnc2c(nnn2-c2cccc(OC)c2)c1=O (centres undefined)	-3	4	0.1	2	0	1	-6
CCOC(=O)CSc1nc2c(sc(=S)n2-c2ccccc2OC)c(=O)n1-c1ccccc1OC	0	0	/	-13	-8	2	0
C[C@H]1CN([C@@H](C)CO)C(=O)c2cc(NC(=O)CCN3CCOCC3)ccc2O[C@@H]1CN(C)Cc1ccc(Cl)c(Cl)c1	-2	?	-3.0	33	-5	-1	-5
CCC(=O)NNc1ncnc2c1cnn2-c1ccccc1	-8	2	5.6	1	1	3	-2
Cc1ccc(S(=O)(=O)N2CCOCC2)cc1C(=O)OCC(=O)N1CCCCC1	-3	-3	/	-6	-1	-6	2
O=C(NC1CCCC1)[C@@H]1[C@@H](CO)[C@@H]2Cn3c(ccc(-c4ccncc4)c3=O)[C@@H]2N1CC1CC1	0	10	-0.1	8	9	5	1
CC(=O)N1c2ccc(S(=O)(=O)NCC3CCC(C(=O)N(C)Cc4ccccc4)CC3)cc2CC1C (centres undefined)	-1	-3	0.3	10	0	1	0
COc1ccccc1Cc1c(-c2cccc(Br)c2)nc2ccc(Cl)cn12	-7	?	2.7	-6	-13	5	4
COc1ccccc1/C=N/NC(=O)CC(=O)NC1CCCCC1	/	-2	2.1	/	-1	1	-2
Cc1ccccc1OCCOC(=O)c1cc(S(=O)(=O)N2CCCCC2)ccc1N1CCOCC1	/	?	/	13	-1	6	7
C[C@H]1CN([C@@H](C)CO)C(=O)c2cc(C#CC3(O)CCCC3)cnc2O[C@@H]1CN(C)C(=O)Nc1ccc2c(c1)OCO2	2	19	-0.3	8	7	-2	4
Cc1nc2ccccn2c1C(=O)CSc1ccccc1	/	6	/	/	5	-5	4
O=C(O)/C(=C\c1ccc2ccccc2c1)c1cccc2ccccc12	/	8	/	/	2	/	3
O=C(Cc1ccccn1)N1CC(=O)N2[C@H](CO)[C@@H](c3ccc(C#CC4CC4)cc3)[C@@H]2C1	/	7	0.1	/	-14	2	-4
Cc1cccc(NS(=O)(=O)c2ccc3c(c2)NC(=O)CO3)c1C	1	15	/	-3	5	-3	-2
COc1ccccc1NS(=O)(=O)c1ccc2oc(SCC(=O)N3CCNC3=O)nc2c1	1	-4	-0.5	21	-1	-10	-1
CC1(C(=O)NS(=O)(=O)c2ccccc2)CCN1C(=O)Cc1ccccc1Cl (centres undefined)	-5	-1	0.0	7	-5	-2	/
CC1=C(C(=O)OC2CCC(C)CC2)C(c2ccc(O)c([N+](=O)[O-])c2)NC(=O)N1 (centres undefined)	-2	-4	/	14	1	0	12
CCCN(C)C[C@@H]1Oc2ncc(C#CC3(O)CCCC3)cc2C(=O)N([C@H](C)CO)C[C@@H]1C	2	5	-0.6	2	-9	-2	-13
CCCC(=O)Nc1ccc2c(c1)C(=O)N(C)[C@@H]1CC[C@H](CC(=O)NCCc3ccccc3)O[C@@H]1CO2	0	/	0.0	-3	53	/	-5
CCC(=O)N1CCC2(CC1)CN(CC1CCOCC1)[C@H](CO)c1c2c2ccc(OC)cc2n1C	/	9	0.6	/	-12	3	2
NC(=O)c1ccc(SCC(=O)OCC(=O)NC2CCCCCCC2)c([N+](=O)[O-])c1	6	2	/	-5	-3	-8	-5
C[C@@H]1CN([C@H](C)CO)S(=O)(=O)c2ccc(-c3cncnc3)cc2O[C@H]1CN(C)C(=O)Cc1ccncc1	1	?	0.0	-17	7	1	-1
CC(C)(C)[S@@](=O)N1Cc2cc(C(=O)N3CCOCC3)nc(-c3cccc(-c4ccc(C#N)cc4)c3)c2[C@H]1CCO	4	-3	0.5	2	-42	3	1
CCN(C(=O)COC(=O)c1ccco1)c1cccc2ccccc12	-1	-5	-0.5	-5	-5	-4	-3
CC(C)CN(CC(C)C)C(=O)COn1nnc2ccc(S(=O)(=O)N3CCOCC3)cc21	-3	-4	0.3	-9	6	-9	-2
N#C[C@H]1[C@@H](c2ccc(C3=CCCCC3)cc2)[C@H](CO)N1C(=O)Cc1ccncc1	1	0	0.2	-36	-13	1	2
O=C(NCc1nc2ccccc2[nH]1)C1=C[C@H](C2CC2)C[C@H](OCc2ccc(CO)cc2)O1	-1&-3	-12	-0.2	6	2&-4	-7&-3	5
C[C@H](CO)N1C[C@H](C)[C@H](CN(C)C(=O)CN(C)C)Oc2ncc(C#Cc3ccccc3)cc2C1=O	-2	51*	1.5	-5	27	10	-2
C[C@@H]1CCCCO[C@H](CN(C)C(=O)Nc2ccc3c(c2)OCO3)[C@@H](C)CN([C@H](C)CO)C(=O)c2cc(NC(=O)Nc3ccc(F)cc3)ccc2O1	1	1	0.1	/	-3	2	2
Cc1ccc(OCCCCCCN2CCNCC2)cc1	-6	4	/	/	1	/	1
CCN(CC)S(=O)(=O)c1cccc(NC2=NCC(C)S2)c1 (centres undefined)	-6	-5	-0.3	0	1	-9	-2
CC1(C)CC(=O)C2=C(C1)OC1=C(C(=O)CC(C)(C)C1)C2c1cccc([N+](=O)[O-])c1	-1	1	/	-2	-1	-3	0
Cc1ccc2cc(/C=N/NC(=O)c3ccc(F)cc3)c(Cl)nc2c1	/	2	-0.1	/	-2	5	1
O=C(Nc1ccc(F)cc1)N1C[C@H]2[C@@H](c3ccccc31)[C@H](CO)N2C(=O)c1ccccc1F	0	-1	0.3	12	15	0	6
C(=C\c1ccccc1)/CN1CCN(C(c2ccccc2)c2nnnn2C2CCCCC2)CC1 (centres undefined)	-3	-5	-1.4	6	-2	0	0
CC(O)C1CCC2C3CCC4CC(O)CCC4(C)C3C(=O)CC12C (centres undefined)	3	6	/	-8	1	0	-4
Cc1ccc(NC(=O)c2cccc(S(C)(=O)=O)c2)cc1	/	4	/	/	-1	26*	-3
O=C(C[C@H]1C[C@@H]2c3cc(NC(=O)NC4CCCCC4)ccc3O[C@@H]2[C@@H](CO)O1)NCC1CC1	1	6	0.0	-5	3	4	-1
CCOC(=O)C1=CCN(S(=O)(=O)c2ccc(Cl)cc2)C1c1cccc(Cl)c1 (centres undefined)	/	-1	-0.2	/	-3	4	-1
CCc1nc(N2[C@@H](C#N)[C@H](c3ccccc3-c3ccccc3F)[C@@H]2CO)sc1C	/	-12	0.1	/	18	-7	-1
CCNC(=O)C(=O)Nc1ccc(OC)c(Cl)c1	/	-7	/	/	0	4	-1

# (more compounds)
Molecule	PglD inh	DENV2 CPE rescue	E-sel inducer	Statin myotox sup	S100A4 inh HTS	ERp5 block	SIRT5 inh
Cc1ncc(C[n+]2csc(CCO)c2C)c(N)n1	2&-6	-5&-4	2.1&0.0	3&-4	0&-4	-2&-1	6&0
COC(=O)C1=C(C)N(Cc2cccc(C(F)(F)F)c2)C(=NCc2ccccc2C(F)(F)F)NC1c1cccc(C(F)(F)F)c1 (centres undefined)	/	1	-0.6	/	-9	3	1
O=C(COc1coc(CN2CCc3ccccc3C2)cc1=O)Nc1ccccc1F	-2	1	/	0	1	-6	0
CCCCc1c(-c2ccccc2OC)ncn1Cc1ccc(-c2ccccc2)cc1	/	15	-0.2	/	6	-5	10
CCc1nc2ccc(C(=O)N3CCN(S(=O)(=O)CC)CC3)cn2c1N(CC)CCOC	-10	4	3.1	-2	-1	4	-2
COc1ccc(Cl)cc1NC(=O)CN(C)C(=O)c1ccc(C)s1	-3	8	-1.8	6	-6	14	0
CCOC(=O)Nc1ccc(S(=O)(=O)NCc2ccccc2)cc1	-7	0	/	-9	4	-3	2
Cc1cc2oc(C(=O)N(Cc3cccs3)C3CCS(=O)(=O)C3)cc(=O)c2cc1Cl (centres undefined)	3	-8	/	/	-2	7	2
Cc1cc(NC(=O)CSc2nnc(C3CC3)n2-c2ccccc2)no1	/	-2	/	/	8	-4	-2
O=Nc1c(-c2ccccc2)n(O)[n+]([O-])c1-c1ccccc1	3	-6	0.3	1	-5	4	-2
O=C(CCCN1C(=O)S/C(=C/C=C/c2ccccc2)C1=O)Nc1ccc(C(=O)O)cc1	-4	-10	-0.2	-1	-5	1	11
CC(=O)N1CCC(=NNc2ncc(C(F)(F)F)cc2Cl)CC1	/	-3	-1.2	/	0	0	-5
COc1ccc2c3c(n(C)c2c1)[C@H](CO)N(S(C)(=O)=O)CC31CCN(Cc2nccs2)CC1	/	24*	0.5	/	61	-2	5
COc1ccc(Br)cc1S(=O)(=O)NCCc1cccs1	/	-3	-0.2	-7	-9	-7	-5
COC(=O)CN1C(CN2CCOCC2)=Nc2ccc(Br)cc2C1c1ccccc1 (centres undefined)	-2	6	0.6	/	1	5	1
Cc1cccc(C(=O)O/N=C(\c2ccccc2)c2cccnc2)c1	/	1	/	/	0	1	-3
Cc1ccc(CNC(=O)c2ccc3c(c2)NC(=O)C(N2CCOCC2)S3)cc1 (centres undefined)	1	0	0.2	0	23	0	3

# High-throughput results (PubChem BioAssay)
